DAX1 inh-1: inhibitors of DAX1 repression of SF-1 activated StAR promoter; HEK293T StAR-luciferase reporter, SF-1/DAX-1 repression relief; actives 1.1% (n = 370,000); AID 652010; inhibition, % at 6.8 µM;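 active = inhibition above the mean over all tested compounds plus 3 SD, cut at about 3.6% in these data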;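 note: 0% = DAX-1 cells with DMSO and 100% = cells lacking DAX-1 with DMSO; higher inhibition means more luminescence from relief of DAX-1 repression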
MBD2 inh: blocks human MBD2 binding to methylated DNA; Q9UBB5; inhibition, % at 4.4 µM; TR-FRET, MBD2 binding to methylated oligonucleotide; actives 0.31% (n = 370,000); in the data active = inhibition above about 13%
Target sequence (Q9UBB5 whole entry, looked up): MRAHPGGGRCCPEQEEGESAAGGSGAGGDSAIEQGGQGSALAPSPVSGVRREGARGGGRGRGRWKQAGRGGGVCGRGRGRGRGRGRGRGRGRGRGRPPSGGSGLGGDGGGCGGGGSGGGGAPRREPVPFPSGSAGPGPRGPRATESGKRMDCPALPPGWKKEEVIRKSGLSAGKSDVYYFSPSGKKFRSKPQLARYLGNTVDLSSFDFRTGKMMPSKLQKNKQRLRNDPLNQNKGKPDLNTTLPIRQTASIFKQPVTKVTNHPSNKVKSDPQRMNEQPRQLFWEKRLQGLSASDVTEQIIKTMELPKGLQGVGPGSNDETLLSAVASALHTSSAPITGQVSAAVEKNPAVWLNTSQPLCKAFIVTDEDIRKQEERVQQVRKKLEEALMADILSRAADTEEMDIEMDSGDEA
ssDAF12 agonist: activates DAF-12 receptor from parasite S. stercoralis; actives 1% (n = 370,000); AID 652126; activation, % at 6.8 µM; HEK293 ssDAF-12/GRIP1 lit1-tk-luc reporter, luminescence; % of 3 µM dafachronic acid response;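 active = activation above the mean over all tested compounds plus 3 SD, cut at about 0.9% in these data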;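 note: 0% = DMSO-only wells and 100% = 3 µM delta7-dafachronic acid wells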
PLC-gamma1 inh: PLC-gamma1 (human) inhibition, primary screen | purified PLC-gamma1, fluorogenic substrate, fluorescence | inhibition, % at 12.2 µM | actives 0.84% (n = 370,000) | AID 720700; in the data active = inhibition above about 9.5%
NR1D1 modulator: Rev-erb alpha (human) modulation. P20393. activity, % at 10 µM. AID 1259318. actives 0.79% (n = 370,000). Rev-erbα–FITC-DNA binding, fluorescence polarization, 90 min;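 active = activity above about 14%, limit read from the data; passing the limit was not always enough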;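 note: 0% = DMSO wells with 35 nM protein and 100% = DMSO wells with 750 nM protein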
Target sequence (P20393 whole entry, looked up): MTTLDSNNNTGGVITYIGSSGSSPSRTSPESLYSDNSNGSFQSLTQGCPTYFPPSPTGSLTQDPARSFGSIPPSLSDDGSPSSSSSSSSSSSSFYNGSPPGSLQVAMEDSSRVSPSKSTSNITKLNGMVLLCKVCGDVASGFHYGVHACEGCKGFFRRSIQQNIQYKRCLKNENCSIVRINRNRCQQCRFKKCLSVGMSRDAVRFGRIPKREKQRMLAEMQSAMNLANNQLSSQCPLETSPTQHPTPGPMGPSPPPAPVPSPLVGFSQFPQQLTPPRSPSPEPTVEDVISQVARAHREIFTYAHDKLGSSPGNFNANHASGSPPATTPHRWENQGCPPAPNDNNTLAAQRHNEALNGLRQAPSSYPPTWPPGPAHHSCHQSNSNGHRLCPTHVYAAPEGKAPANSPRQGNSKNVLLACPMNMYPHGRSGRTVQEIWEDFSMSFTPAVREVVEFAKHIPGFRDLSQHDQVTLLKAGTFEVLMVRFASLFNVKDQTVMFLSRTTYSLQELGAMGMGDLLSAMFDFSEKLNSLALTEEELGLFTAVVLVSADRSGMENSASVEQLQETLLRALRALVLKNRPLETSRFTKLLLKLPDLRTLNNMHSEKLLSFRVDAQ
SMARCA2 act: activators of SMARCA2 function; MG213 cells, MMTV-luciferase reporter, dexamethasone, overnight; activation, % at 9.1 µM; actives 1% (n = 370,000); in the data active = activation above about 7.8%;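 note: 0% = vehicle wells and 100% = reference activator wells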
ADAM17 inh: inhibitors of human ADAM17; P78536; recombinant ADAM17, EDANS/DABCYL FRET peptide cleavage; inhibition, % at 6.95 µM; actives 0.83% (n = 370,000);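 active = inhibition above the mean of compounds lying between control limits plus 3 SD, set per campaign, cut at about 8.5% in these data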;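 note: 0% = DMSO-only wells as the low control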
hgDAF-12 ag: hgDAF-12 agonism, primary luciferase screen | AID 687014 | HEK293 GAL4-hgDAF12 UAS-luciferase reporter, agonist luminescence; normalized to butyrate control | actives 1.8% (n = 370,000) | activation, % at 6.8 µM;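 active = activation above a cutoff set at the mean of all screened compounds plus 3 SD, cut at about 10% in these data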;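 note: 0% = DMSO wells and 100% = sodium butyrate wells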
DAX1 inh-2: inhibits human nuclear receptor DAX1; P51843; actives 0.99% (n = 340,000); AID 504766; inhibition, % at 6.75 µM; HEK293 Gal4-DAX1 luciferase reporter, luminescence;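 active = inhibition above the mean over all tested compounds plus 3 SD, cut at about 4.2% in these data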;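 note: 0% = DAX1-transfected cells with DMSO and 100% = empty-vector control cells with DMSO; inhibition shows as a rise in luminescence from relieved DAX1 repression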
PLCb3 inh: inhibitors of human phospholipase C beta3 | AID 720704 | actives 0.18% (n = 370,000) | inhibition, % at 12.2 µM | Purified PLC-beta3, fluorogenic substrate, fluorescence; in the data active = inhibition above about 11%;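 note: 0% = median of compound wells on plate and 100% = full blocker control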
hcDAF12 agonist: activates DAF-12 receptor from parasite H. contortus; activation, % at 6.8 µM; actives 1.4% (n = 370,000); AID 652067; HEK293 hcDAF-12 lit1-tk-luc reporter, luminescence; 0% DMSO, 100% Δ7-dafachronic acid;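 active = activation above the mean of all tested compounds plus 3 SD, cut at about 5.5% in these data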;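 note: 100% = response to 3 µM Δ7-dafachronic acid high control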
* = called active by the depositor; i = inactive; / = not tested or not shown.

SMILES	DAX1 inh-1	MBD2 inh	ssDAF12 agonist	PLC-gamma1 inh	NR1D1 modulator	SMARCA2 act	ADAM17 inh	hgDAF-12 ag	DAX1 inh-2	PLCb3 inh	hcDAF12 agonist
CCOC(=O)CC(NC(=O)C1c2ccccc2Oc2ccccc21)c1ccc(C)cc1 (stereo not drawn)	-1.1	2	-1.2	0	4	-3	-7	-2.5	-1.9	-1	0.6
Cc1nn(C)c(C)c1N1C(=O)c2cccc3c(N)ccc(c23)C1=O	-0.5	-73	-1.2	i	175*	-2	0	-1.3	-0.2	i	-2.7
CC(=O)Nc1sc(C)c(C)c1C(=O)OCC(=O)N(Cc1ccccc1)C(C)C	-0.5	0	-0.6	0	42*	0	-3	3.0	-0.2	-2	2.4
Cc1ccc(CC(=O)CCc2ccccc2)cc1	0.2	2	-1.0	1	3	1	-5	1.8	0.5	0	0.2
Oc1ccccc1/C=N/NC1=NCCCCC1	2.8	1	0.0	-348	3	2	-21	10	2.0	i	1.1
COc1ccccc1C1c2[nH]c3ccccc3c2CCN1Cc1ccc(NC(C)=O)s1 (stereo not drawn)	-0.7	1	-0.4	-21	-6	7	-4	5.4	-1.2	-28	2.8
Cc1ccc(Cn2c(SC(C)C(N)=O)nc3ccccc3c2=O)cc1 (stereo not drawn)	-0.3	-5	-1.5	5	0	2	2	1.1	-0.2	-3	1.0
COc1ccc(CC(N)c2csc(Nc3nc(C)cnc3C)n2)cc1 (stereo not drawn)	-0.1	1	-1.0	-14	-5	-1	-4	0.9	/	-17	1.1
O=C(OCc1csc(-c2ccccc2)n1)C1=NN(c2ccccc2)C(=O)CC1	0.0	-4	-0.5	-1	3	3	-2	3.1	0.3	-5	1.0
CN(C)c1ccc(C(CNS(=O)(=O)c2ccc([N+](=O)[O-])cc2)N2CCCC2)cc1 (stereo not drawn)	3.0	1	-1.2	-7	-8	-1	-3	0.1	0.6	-8	-0.9
COCCCNC(=O)CC(NS(=O)(=O)c1ccc(Cl)cc1)c1ccco1 (stereo not drawn)	-0.5	1	-0.9	0	-4	-4	-3	1.6	0.5	-1	-1.0
O=C(CCNS(=O)(=O)c1ccccc1)OCC(=O)c1ccc(Cl)cc1	1.2	-6	-0.9	-2	1	-1	2	0.2	1.4	-3	-0.5
COc1ccc2nc(/N=C(\N)NC(=O)Nc3ccccc3)nc(C)c2c1	1.1	0	-0.6	-25	-4	29*	-42	3.2	-1.0	-29	-1.2
CCOc1ccc(NC(=S)NC(=O)c2c(Cl)cnn2CC)c([N+](=O)[O-])c1	-0.6	-2	-1.1	3	7	-3	-5	-0.1	0.1	-1	4.7
Clc1ccc(CON/C=N/c2ncnc3sccc23)cc1	-0.4	-3	-1.0	3	0	-4	0	-1.1	-1.2	2	-2.5
CCNC(=S)N/N=C/c1cccc(/C=N/NC(=S)NCC)c1	-0.2	1	-0.5	1	-15	-3	-4	-2.1	-0.9	-2	-2.0
Cc1cc2cc(CNC(=O)c3ccc(C)c([N+](=O)[O-])c3)ccc2[nH]1	-0.9	2	-1.3	-13	-4	-1	0	-1.6	0.4	-18	-2.7
O=C(O)CNC(=O)/C(=C\c1cccc([N+](=O)[O-])c1)NC(=O)c1ccco1	0.2	-1	-0.8	-8	2	7	-1	-1.5	0.1	-18	-1.0
COc1ccc2cc(C3=CC(=O)CCC3)ccc2c1	1.6	2	0.1	i	-1	1	-232	16*	4.1	i	6.2*
C=C(C)COc1ccc(-c2n[nH]c(C)c2-c2ccc(Br)cc2)c(O)c1	-2.7	-6	-0.8	1	5	-1	11*	2.3	-2.9	2	-1.1
CC(C)CCn1nc(C(=O)Nc2nc3c(s2)CCCC3)c2ccccc2c1=O	-0.1	3	-1.7	0	3	-1	-3	-2.9	1.1	-5	-1.1
COc1cccc(CNC(=O)CCC2CCCN(C(=O)c3cccnc3SC)C2)c1 (stereo not drawn)	-1.6	0	-1.2	0	-5	0	-2	-0.3	-0.7	-7	-1.2
Cc1ccc(S(=O)(=O)N(C)c2ccc(C(=O)NCCc3ccccc3)cc2)cc1	2.0	6	0.9*	-4	5	0	-1	6.1	-0.5	-12	0.7
COc1ccc(/C=C/c2nc(-c3ccccc3O)n[nH]2)cc1OC	3.0	-6	-1.0	-60	5	-1	-6	12*	1.9	-72	0.3
O=C(Nc1ccc(S(=O)(=O)Nc2ccc(F)cc2)cc1)c1ccc(CN2CCOCC2)cc1	-5.9	-4	-3.0	5	0	-4	1	-5.5	-3.5	-2	-4.7

As a short view, 2 of the compounds above:
SMILES	DAX1 inh-1	MBD2 inh	ssDAF12 agonist	PLC-gamma1 inh	NR1D1 modulator	SMARCA2 act	ADAM17 inh	hgDAF-12 ag	DAX1 inh-2	PLCb3 inh	hcDAF12 agonist
CC(C)CCn1nc(C(=O)Nc2nc3c(s2)CCCC3)c2ccccc2c1=O	-0.1	3	-1.7	0	3	-1	-3	-2.9	1.1	-5	-1.1
COc1cccc(CNC(=O)CCC2CCCN(C(=O)c3cccnc3SC)C2)c1 (stereo not drawn)	-1.6	0	-1.2	0	-5	0	-2	-0.3	-0.7	-7	-1.2

(continued)
SMILES	DAX1 inh-1	MBD2 inh	ssDAF12 agonist	PLC-gamma1 inh	NR1D1 modulator	SMARCA2 act	ADAM17 inh	hgDAF-12 ag	DAX1 inh-2	PLCb3 inh	hcDAF12 agonist
CCOC(=O)c1ccc(NC(=O)CN(c2ccc(C)cc2)S(=O)(=O)c2c(C)nn(C)c2C)cc1	-0.7	2	-1.9	2	0	2	-1	-1.7	-2.0	-2	-1.4
COc1ccc(CC(=O)Oc2ccc(F)c(F)c2)cc1S(=O)(=O)N1CCOCC1	1.2	1	-1.3	0	-7	-2	0	-0.7	0.6	2	-1.0
NC(=O)NOCc1cccc(Cl)c1	0.0	1	-1.8	-1	5	-1	-1	-0.3	1.4	-6	-1.1
COc1ccc(C(=O)NCc2ccc3c(c2)cc(C)n3C)cc1	-0.9	-9	-0.6	-23	3	-4	1	0.0	-1.1	-38	-1.6
O=C1CCCC2=C1C(c1cccs1)n1nc(SCc3ccccc3F)nc1N2 (stereo not drawn)	-0.2	-4	-1.6	-103	2	-1	-32	0.4	0.5	-120	-2.6
COc1ccc(CNCCC(c2ccc(OC(C)C)cc2)C(C)C)cc1OC (stereo not drawn)	-1.7	0	-0.9	1	-2	-1	-5	-1.4	-0.9	-4	1.8
OC(CCN1CCOCC1)(c1ccc(Cl)cc1)C1CCCCC1 (stereo not drawn)	-0.1	1	-0.9	5	-1	0	-2	-1.1	-0.5	3	-1.8
CCCn1nc(C(=O)NNC(=O)c2cccc(S(=O)(=O)NC(C)C)c2)c2ccccc2c1=O	0.0	-3	-0.6	0	-4	-2	0	-2.4	-0.8	-5	-2.0
CCS(=O)(=O)N1CCC(C(=O)NCCc2ccc(OC)c(OC)c2)CC1	0.5	0	-1.5	2	3	-2	-1	2.4	0.6	3	-0.4
N#Cc1ccc(N2Cc3ccccc3C2=NC(=O)c2cccnc2Cl)cc1	1.1	3	-0.8	-6	-6	0	-1	7.2	-0.5	-2	1.4
C=CCSc1nc2c(c(=O)n(C)c(=O)n2C)n1CC	-0.1	5	-2.1	-3	-6	2	-3	1.3	1.0	4	1.4
CC(Oc1ccc(C#N)cc1)C(=O)Nc1ccc(-n2cnnn2)cc1 (stereo not drawn)	-2.0	-1	-0.6	8	0	-3	-1	-1.0	-0.7	3	-0.6
C=CCc1cccc2cc(C(=O)Nc3ccc(NC(C)=O)cc3)c(=O)oc12	0.2	8	-1.6	3	0	-4	-3	0.8	-0.5	-5	-0.5
O=C(COC(=O)c1cc(=O)[nH]c2ccccc12)Nc1ccc(Cl)c(S(=O)(=O)N2CCOCC2)c1	2.2	2	-0.3	-102	-7	1	-30	2.3	0.0	-133	1.7
Fc1ccc(Br)cc1SCCc1ccncc1	-0.7	-1	-1.1	-6	-2	-3	-1	-2.3	0.4	-10	-1.5
CC/C(C)=C1/NC(=O)NC1=O	-0.1	4	-0.8	2	-6	-1	-4	1.8	1.5	0	1.2
O=C(NCc1cccnc1)c1ccc(COc2ccccc2Cl)cc1	-2.7	-1	-2.7	-4	7	-2	2	-5.2	-3.0	-5	-4.5
COC(CNC(=O)C(=O)Nc1ccc2c(c1)N(S(=O)(=O)c1cccs1)CCC2)OC	1.3	-6	-1.3	4	-4	-2	-1	-0.7	-0.3	-4	-1.1
COC(C[C@@H](O)[C@@H](C)[C@H](O)COCc1ccccc1)OC	0.5	-1	-1.3	1	-3	1	-5	0.9	-0.3	1	-0.1
COc1ccc(C(=O)C2(C(=O)NCCO)CC(c3ccccn3)=NO2)cc1 (stereo not drawn)	0.5	0	0.0	1	1	4	-2	0.1	/	-1	-0.3
CCn1nnnc1SCC(=O)N(C1CCCCC1)C1CCCCC1	-0.1	7	-1.5	1	0	-6	-1	-0.8	-1.2	0	-1.7
O=C(NC(=S)Nn1cnnc1)c1ccccc1Cl	0.6	2	-0.9	3	3	-2	0	-1.8	-0.1	1	-0.1

Gathered by group: the entries above containing a Cl atom (ten)
SMILES	DAX1 inh-1	MBD2 inh	ssDAF12 agonist	PLC-gamma1 inh	NR1D1 modulator	SMARCA2 act	ADAM17 inh	hgDAF-12 ag	DAX1 inh-2	PLCb3 inh	hcDAF12 agonist
COCCCNC(=O)CC(NS(=O)(=O)c1ccc(Cl)cc1)c1ccco1 (stereo not drawn)	-0.5	1	-0.9	0	-4	-4	-3	1.6	0.5	-1	-1.0
O=C(CCNS(=O)(=O)c1ccccc1)OCC(=O)c1ccc(Cl)cc1	1.2	-6	-0.9	-2	1	-1	2	0.2	1.4	-3	-0.5
CCOc1ccc(NC(=S)NC(=O)c2c(Cl)cnn2CC)c([N+](=O)[O-])c1	-0.6	-2	-1.1	3	7	-3	-5	-0.1	0.1	-1	4.7
Clc1ccc(CON/C=N/c2ncnc3sccc23)cc1	-0.4	-3	-1.0	3	0	-4	0	-1.1	-1.2	2	-2.5
NC(=O)NOCc1cccc(Cl)c1	0.0	1	-1.8	-1	5	-1	-1	-0.3	1.4	-6	-1.1
OC(CCN1CCOCC1)(c1ccc(Cl)cc1)C1CCCCC1 (stereo not drawn)	-0.1	1	-0.9	5	-1	0	-2	-1.1	-0.5	3	-1.8
N#Cc1ccc(N2Cc3ccccc3C2=NC(=O)c2cccnc2Cl)cc1	1.1	3	-0.8	-6	-6	0	-1	7.2	-0.5	-2	1.4
O=C(COC(=O)c1cc(=O)[nH]c2ccccc12)Nc1ccc(Cl)c(S(=O)(=O)N2CCOCC2)c1	2.2	2	-0.3	-102	-7	1	-30	2.3	0.0	-133	1.7
O=C(NCc1cccnc1)c1ccc(COc2ccccc2Cl)cc1	-2.7	-1	-2.7	-4	7	-2	2	-5.2	-3.0	-5	-4.5
O=C(NC(=S)Nn1cnnc1)c1ccccc1Cl	0.6	2	-0.9	3	3	-2	0	-1.8	-0.1	1	-0.1

High-throughput results deposited in PubChem by several laboratories.
